GAA850 FXN act: frataxin GAA850 promoter activation. HEK293 lucGAA850 FXN promoter luciferase reporter, 24 h; percent of 10 µM SAHA response. activation, % at 6 µM. hit rate 0.56% among 360,000. AID 540364;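 active means activation above the average of all compounds screened plus 3 SD, cutoff fixed separately per campaign, cut at about 7.5% in these data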;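 further: 0% = DMSO wells and 100% = 10 µM SAHA wells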
GC-B act: GC-B (human) receptor activation | P20594 | HEK293-GC-B cells, CNP EC30, cGMP TR-FRET; 0% at EC30 CNP, 100% saturating CNP | activation, % at 10 µM | hit rate 0.11% among 370,000;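 active means activation at 10 µM reaching about 35% in either raw or pattern-adjusted values, limit read from the data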
ARFGAP1 inh: inhibits rat ARF GTPase activating protein 1. Arfgap1-stimulated ARF1 GTP hydrolysis, GDP FP detection. inhibition, % at 16.5 µM. hit rate 0.26% among 360,000. AID 651572;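 active means inhibition above a per-plate limit, mean inhibition of low control wells plus 3 SD, cut at about 25% in these data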;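 further: 0% = DMSO wells with enzyme and 100% = wells lacking Arfgap1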
Target sequence (Q62848 1-136 limits assumed): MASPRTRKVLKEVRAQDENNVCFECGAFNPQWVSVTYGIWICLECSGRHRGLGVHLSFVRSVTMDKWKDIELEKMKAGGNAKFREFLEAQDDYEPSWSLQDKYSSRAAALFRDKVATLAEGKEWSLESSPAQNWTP
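Repeats: one replicate per compound; assay system: rat Arfgap1 catalytic domain, aa 1-136; times: enzyme reaction 120 min at 25 °C after 20 min preincubation; detection: FP of antibody-bound GDP Alexa 633 tracer, ex 620/em 688 nm; benchmarks: high control wells lacking Arfgap1, low control full reaction with DMSO; reagent: human ARF1(Δ1-17)-GTP substrate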
ASAP1 GAP inh: inhibitors of human ASAP1 ArfGAP activity. Q9ULH1. ASAP1-stimulated ARF1 GTP hydrolysis, GDP FP detection. inhibition, % at 16.5 µM. hit rate 0.19% among 360,000; in the data active means inhibition above about 25%;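 further: 0% = vehicle with enzyme and substrate and 100% = no enzyme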
ADAM10 inh: inhibits human ADAM10; hit rate 0.62% among 370,000; recombinant ADAM10, EDANS/DABCYL FRET peptide cleavage, 3 h; O14672; inhibition, % at 7 µM;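 active means inhibition above a per-campaign cutoff equal to the mean of compounds falling between control-based bounds plus 3 SD, cut at about 20% in these data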;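 further: 0% = DMSO wells while the 100% control is not disclosed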
KLK7 zymogen act: proKLK7 (human) activation, primary screen | purified proKLK7, EDANS-DABCYL substrate fluorescence; 100% is mature enzyme control, 0% vehicle | hit rate 0.9% among 370,000 | AID 652039 | activation, % at 7 µM;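 active means activation above the mean of all tested compounds plus 3 SD, computed per campaign excluding outliers beyond control limits, cut at about 13% in these data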
Target sequence (P49862 whole entry, looked up): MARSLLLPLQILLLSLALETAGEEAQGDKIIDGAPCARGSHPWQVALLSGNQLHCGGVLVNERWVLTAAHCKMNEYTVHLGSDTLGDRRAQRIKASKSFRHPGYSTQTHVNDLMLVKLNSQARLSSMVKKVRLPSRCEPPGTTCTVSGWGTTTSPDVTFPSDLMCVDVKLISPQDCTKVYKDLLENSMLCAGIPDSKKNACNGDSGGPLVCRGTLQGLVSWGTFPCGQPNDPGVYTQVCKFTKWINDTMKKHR
GC-A act: GC-A (human) enzyme activation. AID 1671463. P16066. hit rate 0.14% among 370,000. activation, % at 10 µM. HEK293 GC-A cells, cGMP TR-FRET, EC30 ANP; 0% at EC30 ANP, 100% saturating ANP; in the data active means activation above about 40%
rCAG binder: r(CAG) repeat RNA binding; AID 651821; TO-PRO-1 dye displacement fluorescence; inhibition, % at 3 µM; hit rate 1.3% among 370,000;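 active means inhibition above the plate cutoff, the mean of all test compounds on that plate plus 3 SD, cut at about 35% in these data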;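 further: 0% = DMSO alone and 100% = 100 µM mitoxantrone as full dye displacement; higher means more dye released from RNA so lower well fluorescence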
DDE Tn6 FP inh: inhibitors of Tn6 peptide binding to human fibrin DD(E). P02675. hit rate 0.21% among 370,000. Fibrin DD(E) TRITC-Tn6 fluorescence polarization displacement. AID 720509. inhibition, % at 8.3 µM;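 active means inhibition above a per-campaign cutoff: mean of compounds within control limits plus 3 SD, cut at about 15% in these data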;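 further: 0% = median of all compound wells on the plate and 100% = blocking peptide control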
HGIII-sPLA2 inh: Inhibits HGIII-sPLA2 liposome hydrolysis, primary screen. hit rate 0.56% among 370,000. AID 743126. QFRET BODIPY PC-A2 liposome hydrolysis, fluorescence. Q9NZ20. inhibition, % at 12.2 µM;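 active means inhibition above mean plus 3 SD of compounds lying within the high and low control bounds, cut at about 19% in these data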;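 further: 0% = median of test compound wells and 100% = no enzyme DMSO wells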
Target sequence (Q9NZ20 whole entry, looked up): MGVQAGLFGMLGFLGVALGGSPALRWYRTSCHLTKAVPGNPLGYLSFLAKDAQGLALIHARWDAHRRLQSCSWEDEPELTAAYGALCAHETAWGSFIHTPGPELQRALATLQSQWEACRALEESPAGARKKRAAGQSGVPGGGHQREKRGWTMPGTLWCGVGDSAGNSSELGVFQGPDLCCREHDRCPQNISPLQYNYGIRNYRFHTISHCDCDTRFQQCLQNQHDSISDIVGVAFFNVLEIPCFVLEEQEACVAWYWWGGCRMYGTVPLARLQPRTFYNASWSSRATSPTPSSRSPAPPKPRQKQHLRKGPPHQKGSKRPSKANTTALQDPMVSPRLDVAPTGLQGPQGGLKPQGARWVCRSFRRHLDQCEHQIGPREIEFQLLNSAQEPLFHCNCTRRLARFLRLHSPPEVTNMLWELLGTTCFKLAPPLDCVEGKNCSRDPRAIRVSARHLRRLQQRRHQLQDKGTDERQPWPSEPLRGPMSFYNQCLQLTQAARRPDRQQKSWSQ
* hit, by the source's call; . = not tested or not shown. Random draw from the library. Share with any hit: about 4.5%.

SMILES | GAA850 FXN act | GC-B act | ARFGAP1 inh | ASAP1 GAP inh | ADAM10 inh | KLK7 zymogen act | GC-A act | rCAG binder | DDE Tn6 FP inh | HGIII-sPLA2 inh
O=C(O)c1cccc(CN2C(=O)CSC2=O)c1 | 2.3 | 5 | 11 | 3 | 8 | -0.2 | 4 | 3 | 3 | -7
CC1CC(C)(C)CC2(C1)NC(=O)N(CC(=O)OCC(=O)Nc1cc(S(=O)(=O)N3CCCCC3)ccc1Cl)C2=O (stereo not given) | 0.4 | 0 | -1 | 7 | -8 | 0.3 | 0 | 1 | 1 | 3
Cc1cc(C)nc(NS(=O)(=O)c2ccc(NC(=O)Cc3ccccc3)cc2)n1 | 1.4 | -2 | 8 | 0 | 1 | -0.1 | 2 | 9 | -5 | -12
Oc1ccc(N=Nc2c(O)ccc3ccccc23)cc1 | -1.6 | -7 | 9 | 4 | 15 | 0.2 | -6 | 41* | 2 | -41
COc1ccc(C2=NS(=O)(=O)N(C)C(C(=O)NC(C)c3ccccc3)=C2)cc1 (stereo not given) | 0.1 | -1 | -4 | -14 | -21 | 1.3 | -2 | 7 | -2 | -1
CCCC(N)CCCCCC(=O)O (stereo not given) | 0.1 | -3 | -3 | -1 | -8 | -0.1 | 0 | 3 | 4 | 8
Cc1ccc(S(=O)(=O)NCc2nc(-c3ccccc3)no2)cc1 | 1.2 | 2 | -5 | -2 | -3 | 0.0 | 0 | -3 | -4 | -1
FC(F)Sc1ccc(N=C2NN=C(c3ccc4c(c3)OCCO4)CS2)cc1 | -1.9 | 4 | 14 | 10 | 8 | -0.3 | -3 | 14 | -5 | 7
O=c1oc2c(CN3CCOCC3)c(O)ccc2c2ccccc12 | -0.8 | -4 | -7 | -11 | 0 | 1.1 | 3 | 2 | 3 | 3
C=CCOc1ccc(CN(C)CC(=O)N(CC(C)C)c2c(N)n(CC(C)C)c(=O)[nH]c2=O)cc1 | 0.3 | 1 | 3 | 4 | -5 | 0.7 | -1 | -11 | 1 | 0
N#Cc1ccc[n+](CC(=O)c2ccc(NC(=O)c3ccccc3)cc2)c1 | 1.0 | -5 | 12 | 2 | -2 | -0.4 | 9 | 12 | -5 | -3
COc1ccc(-n2c(COc3ccccc3)nnc2SCC(=O)Nc2ccccc2-c2ccccc2)cc1 | . | -1 | . | . | 20* | 0.3 | -12 | 6 | 0 | -23
Cc1ccc2c(c1)N(C(=O)CCC(=O)N1CCN(c3cccc(C)c3C)CC1)CCO2 | -0.9 | 0 | -15 | 7 | 7 | 0.7 | 3 | 2 | 5 | -6
COc1cc(C(=O)OC2CSCC2NC(=O)c2ccccc2)cc(OC)c1OC (stereo not given) | -5.5 | -15 | 3 | -6 | 1 | -0.9 | -22 | -7 | 1 | -3
Cn1cnnc1SC/C(O)=C(\C#N)c1nc2ccccc2[nH]1 | 2.4 | -3 | 2 | -13 | 2 | -0.9 | 4 | 5 | 6 | -4
CSCCC(NC(=O)c1ccccc1)C(=O)N1CCN(C(c2ccccc2)c2ccccc2)CC1 (stereo not given) | 0.2 | -1 | -2 | -6 | -2 | 0.5 | -2 | -5 | 1 | 0
Cc1ccc(OCCC(=O)OCC(=O)N2CCN(S(=O)(=O)c3ccc(C)cc3C)CC2)cc1 | 2.4 | -2 | 13 | 7 | 2 | 0.3 | 1 | 0 | 0 | -1
CCOc1cc(C)c(C(C)C)cc1S(=O)(=O)n1cnc(C)c1 | -2.3 | -2 | 2 | 13 | 3 | 0.5 | 1 | -6 | 6 | -7
OC(C#Cc1ccccn1)c1cccs1 (stereo not given) | 0.8 | 1 | -7 | -1 | -6 | -0.1 | 14 | 3 | 3 | 2
COCCNc1nc2cc(-c3ccccc3OC)sc2c(=O)n1C | 3.2 | -6 | -4 | 2 | -64 | 0.4 | 3 | 2 | 4 | -10
COc1ccc(C(=O)c2ccc(Br)cc2)c2ccccc12 | -1.9 | -5 | 1 | -1 | 2 | -0.3 | 3 | 0 | -3 | -3
Cc1ccccc1NCC(=O)N/N=C\c1ccc([N+](=O)[O-])s1 | 1.5 | -10 | 8 | 9 | 8 | -0.4 | -3 | 9 | 3 | 3
CCN(CC)C(=O)CN(c1cc(Cl)ccc1OC)S(C)(=O)=O | 1.0 | 2 | -5 | -5 | -2 | -0.6 | 3 | -3 | -3 | 4
Cc1cc2ccccc2n2c(SCC(=O)Nc3ccc(S(=O)(=O)N4CCCCC4)cc3)nnc12 | 2.7 | 4 | 1 | -4 | -10 | -0.2 | -5 | 4 | 4 | 10
c1ccc2c(c1)C1=NCCN1c1ccccc1-2 | 33* | -9 | -10 | 6 | -465 | -2.2 | 2 | 3 | -4 | 4
Cc1[nH]c(=O)[nH]c(=O)c1S(=O)(=O)N1CCCC(C(=O)NCc2ccccc2Cl)C1 (stereo not given) | -0.2 | 5 | 4 | 1 | -5 | 0.1 | 5 | -1 | 11 | 16
CCOc1ccc(-n2c(=S)sc3c(=O)n(-c4ccc(F)cc4)c(SCC(=O)O)nc32)cc1 | -1.1 | -4 | 3 | -6 | -2 | 0.2 | 0 | 29 | 2 | -9
Cc1cc(Cl)ccc1-c1nc(NCCN(C)C)nc2ccsc12 | 0.4 | -8 | -4 | 6 | -275 | 0.4 | -12 | 4 | 0 | -11
Cc1ccccc1CN1CCCCC(NC(=O)Nc2ccccc2F)C1=O (stereo not given) | . | -6 | . | . | 3 | 0.6 | -2 | 4 | 5 | 5
CCc1nn2c(=O)cc(COC(=O)c3ccc(SC)cc3OC)nc2s1 | -2.1 | -4 | 7 | -1 | 2 | -0.2 | 0 | 1 | -3 | -4
O=C(c1ncn(Cc2ccccc2)c1C(=O)N1CCc2ccccc2C1)N1CCc2ccccc2C1 | -0.5 | -7 | -6 | -11 | -8 | -0.3 | -5 | -5 | 4 | -1
CN(Cc1nccn1C)C(=O)CCc1nnc(CCC2CCCCC2)o1 | 2.2 | -3 | -4 | 12 | 5 | 0.2 | 2 | -6 | 6 | 5
Cc1ccc(Nc2ccc(-n3ccnc3)nn2)cc1C | 0.1 | -15 | 8 | 1 | 5 | 0.1 | -9 | -1 | -3 | -1
COc1ccc(OC)c(-c2nn(-c3ccccc3)cc2C(=O)NCC2CCCO2)c1 (stereo not given) | 0.3 | -1 | -4 | 3 | -5 | 0.6 | -2 | -7 | 5 | -2
COc1cccc(CNC(=O)CN2C(=O)CSc3ccc(S(=O)(=O)N4CCCCC4)cc32)c1 | 1.3 | -2 | 0 | -11 | 9 | 0.5 | -1 | 2 | -2 | -2
O=C(COc1ccc(F)cc1)NNC(=O)c1cc2ccccc2oc1=O | -1.2 | 2 | 5 | -9 | -7 | -0.1 | 1 | 0 | 1 | 10
Cc1ccccc1C(=O)Nc1ccccc1C(=O)NCc1ccccc1 | -3.0 | -2 | 1 | 8 | 9 | -0.1 | 2 | -4 | 4 | -19
CSc1ccccc1NC(=O)CN(C)CC(=O)Nc1ccccc1C(F)(F)F | -0.5 | 2 | 12 | 4 | -1 | 0.2 | -4 | -6 | 0 | 5
CCOC(=O)Cc1nnc(NC(=O)CSc2nnc3c4ccccc4n(C)c3n2)s1 | 0.2 | -10 | 7 | 0 | 2 | 0.8 | 13 | 17 | 5 | -30
COc1ccc(C2=NCCNC(C(F)(F)F)=C2)cc1 | 0.4 | -6 | -1 | 7 | -4 | 1.1 | -15 | -3 | 4 | -3
CCC[C@H]1C(=O)CC[C@@]23CCCN2C(=O)CCC[C@@H]13 | . | -5 | . | . | -1 | . | 0 | . | 10 | 9
COc1ccc(/C=N/NC(=O)Cc2ccc(Cl)cc2)cc1OC | 5.2 | 7 | 10 | 10 | -42 | -0.9 | 7 | -6 | 4 | -1
CCCCC1=C([O-])C2N=CC=CC2=[N+](c2ccccn2)C1=O (stereo not given) | -0.1 | -4 | 12 | 7 | -5 | 0.0 | 1 | -2 | 4 | 16
Cc1cc(C2(c3ccc(O)c(C)c3)C(=O)N(C)c3ccc(Br)cc32)ccc1O | -0.5 | -2 | 21 | 9 | 17 | -0.2 | -4 | 1 | 0 | -62
CCn1cc(/C=C/C(=O)NCc2c(C)nn(C)c2C)cn1 | -0.9 | 1 | 12 | -12 | -3 | 1.3 | 1 | 1 | 3 | 0
O=C(Cn1nc(Cc2cccnc2)c2ccccc2c1=O)Nc1ccc2c(c1)OCO2 | -0.7 | 6 | 1 | 10 | -1 | -0.7 | 0 | 1 | -9 | 10
CSc1ccc(C2CC(=O)Nc3c2c(=O)n(C)c(=O)n3C)cc1 (stereo not given) | 1.8 | 3 | -7 | -2 | -4 | 0.1 | 2 | -2 | 4 | 9
CC(=NNc1ccccc1)C(C)=NNc1ccccc1 | 3.1 | 4 | -6 | -4 | 0 | -0.6 | 3 | 6 | 3 | 8
Cc1ccc(S(=O)(=O)N2[C@H](CC(=O)c3ccc(F)cc3)OC[C@@H]2C(C)C)cc1 | . | -2 | -2 | 9 | -12 | -0.3 | 5 | 2 | -2 | 6
CC(C)(C)NC(=O)c1nn(Cc2ccccc2)c(=O)c2ccccc12 | 2.3 | 2 | 3 | 2 | -5 | 0.0 | 4 | -6 | 5 | 0
C#CCN(N(C)c1ncc(C(F)(F)F)cc1Cl)S(=O)(=O)c1ccc2ccccc2c1 | 0.4 | -5 | -13 | 1 | 5 | 0.0 | -6 | 7 | 0 | 2
CCOc1ccc(C(=O)N(Cc2ccc(OC)cc2)Cc2cc3cc(OC)ccc3[nH]c2=O)cc1 | 1.7 | -1 | -1 | 1 | -16 | 0.1 | -7 | 0 | 2 | 6
COc1ccc(-c2c[n+]3c(n2-c2ccccc2)SCC3)cc1OC | -1.1 | -6 | 3 | 17 | 4 | -0.3 | 2 | 1 | 5 | 0
COc1ccc(CC(=O)N2CCN(c3ccc(C4=NNC(=O)CC4C)cc3)CC2)cc1 (stereo not given) | 3.1 | 2 | -1 | 15 | -286 | 2.8 | 4 | -8 | -3 | 6
O=C(NCc1ccc2c(c1)OCO2)C1CC(=O)N(CCc2ccc(Cl)cc2)C1 (stereo not given) | 0.6 | 0 | 6 | -14 | 4 | 0.1 | -1 | -5 | 2 | 2
CC(OC(=O)c1ccccc1NS(=O)(=O)c1cccc(N)c1)C(=O)N(C)Cc1ccccc1 (stereo not given) | -0.1 | -1 | -9 | 11 | 7 | 0.1 | -5 | 2 | -1 | -8
CCCCN1CC(N2CCN(C3CCN(C)CC3)CC2)CS1(=O)=O (stereo not given) | . | -2 | 2 | 5 | -13 | 0.0 | -1 | -2 | 0 | 10
Cc1cc(C)cc(NS(=O)(=O)c2ccc(Oc3ncc(C(F)(F)F)cc3Cl)cc2)c1 | -1.1 | 3 | 8 | -13 | 24* | 0.6 | 1 | 5 | -2 | -40

Compound profiles, as listed above.
CCCCN1CC(N2CCN(C3CCN(C)CC3)CC2)CS1(=O)=O (stereo not given) as listed: GAA850 FXN act = .; GC-B act = -2; ARFGAP1 inh = 2; ASAP1 GAP inh = 5; ADAM10 inh = -13; KLK7 zymogen act = 0.0; GC-A act = -1; rCAG binder = -2; DDE Tn6 FP inh = 0; HGIII-sPLA2 inh = 10
Cc1ccc(S(=O)(=O)N2[C@H](CC(=O)c3ccc(F)cc3)OC[C@@H]2C(C)C)cc1 as listed: GAA850 FXN act = .; GC-B act = -2; ARFGAP1 inh = -2; ASAP1 GAP inh = 9; ADAM10 inh = -12; KLK7 zymogen act = -0.3; GC-A act = 5; rCAG binder = 2; DDE Tn6 FP inh = -2; HGIII-sPLA2 inh = 6

Compound activity: PubChem, several laboratories
